BLM inh: qHTS Assay for Inhibitors of Bloom's syndrome helicase (BLM) | Potency, µM (highest dose often 56.1 µM), without a hit: at the top dose activity change, negative = inhibition, actives largely listed as inhibitors | recombinant BLM DNA unwinding, fluorescence dequenching | hit rate 0.2% among 350,000;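 note: plate controls were vehicle for no effect and no enzyme for full effect; nearly all actives have a fitted effect of over 35% in size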
JMJD2A Tudor inh: qHTS Assay for Inhibitors of JMJD2A-Tudor Domain. AlphaScreen JMJD2A-Tudor / H3K4me3 peptide binding. Potency, µM (highest dose often 114 µM), for the others: top-dose activity change, negative = inhibition, most hits filed as inhibitors. hit rate 4.4% among 390,000. AID 504339, 2011; note: % is set by controls: 0 for no effect and ±100 for the full control effect; nearly all actives have a fitted effect of over 50% in size
Tb PGK inh: qHTS Assay to Find Inhibitors of Phosphoglycerate Kinase; Potency, µM (titrated, usually from 57.5 µM), without a hit: top-dose activity change, negative = inhibition, hits mostly inhibitors; hit rate 0.043% among 380,000; Phosphoglycerate kinase, glycosomal (Trypanosoma brucei brucei), P07378; PGK/GAPDH coupled, Kinase-Glo luminescence, 60 min; note: % is set by controls: 0 for no effect and ±100 for the full control effect; nearly all actives have a fitted effect of over 60% in size
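Luminescent ATP detection (Kinase-Glo Plus) follows a 60-minute room-temperature incubation, with wells lacking PGK as controls. Buffer: 100 mM TEA (pH 7.6), 5 mM MgCl2, 0.01% Tween-20. Coupling enzyme GAPDH (100 nM final) supplies unstable 1,3-BPG in-well.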
GLS inhibitor: qHTS for Inhibitors of Glutaminase (GLS); Glutaminase kidney isoform, mitochondrial (Homo sapiens), O94925; AID 624170, 2012; hit rate 0.21% among 410,000; Potency, µM (titrated, usually from 45.5 µM), inactives show at the highest dose activity change, negative = inhibition, usual class: inhibitors; GLS enzymatic activity, qHTS titration; note: % is set by controls: 0 for no effect and ±100 for the full control effect
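hKGA; 45 mM KH2PO4 pH 8.2 + 0.02% Tween-20; cpd via pin tool; 1 mM Gln soln; GluOx/HRP/Amplex Red; RT 30 min; fluor. t0 & final.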
Pol iota inh: qHTS for Inhibitors of Polymerase Iota; DNA polymerase iota (Homo sapiens), Q9UNA4; Pol iota fluorescent replication assay, 10 min; Potency, µM (doses to about 115 µM), for the others: at the top dose activity, negative = inhibition, usual class: inhibitors; hit rate 1% among 390,000; AID 588590, 2011
Target sequence (Q9UNA4 whole entry, looked up): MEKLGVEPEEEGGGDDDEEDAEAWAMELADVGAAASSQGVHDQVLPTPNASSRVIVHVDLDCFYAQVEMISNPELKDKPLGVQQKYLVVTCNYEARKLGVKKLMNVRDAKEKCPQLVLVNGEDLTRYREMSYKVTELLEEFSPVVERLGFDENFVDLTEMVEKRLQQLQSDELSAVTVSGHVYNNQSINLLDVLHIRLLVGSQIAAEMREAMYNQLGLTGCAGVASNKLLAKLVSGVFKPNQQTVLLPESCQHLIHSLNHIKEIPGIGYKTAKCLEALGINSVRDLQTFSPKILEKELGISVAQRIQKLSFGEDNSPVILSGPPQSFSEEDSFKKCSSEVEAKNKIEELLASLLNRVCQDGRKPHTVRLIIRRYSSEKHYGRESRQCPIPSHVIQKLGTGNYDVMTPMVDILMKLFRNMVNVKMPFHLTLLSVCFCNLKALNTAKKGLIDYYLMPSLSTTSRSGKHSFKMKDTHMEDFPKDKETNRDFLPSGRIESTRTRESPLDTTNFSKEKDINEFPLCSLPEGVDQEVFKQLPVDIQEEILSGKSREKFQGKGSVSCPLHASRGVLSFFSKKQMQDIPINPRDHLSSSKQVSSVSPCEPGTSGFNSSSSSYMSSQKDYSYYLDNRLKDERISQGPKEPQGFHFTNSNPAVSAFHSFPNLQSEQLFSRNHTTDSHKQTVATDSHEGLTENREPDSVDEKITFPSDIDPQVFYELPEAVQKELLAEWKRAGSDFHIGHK
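Pol iota at 10 nM preincubated 15 min with compounds at room temperature; reaction started with fluorescent substrate, 50 nM final. Fluorescence read kinetically at 0 and 10 min; buffer-only wells as negative control.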
G9a block: qHTS Assay for Inhibitors of Histone Lysine Methyltransferase G9a | Potency, µM (top dose mostly 102 µM), without a hit: top-dose activity, negative = inhibition, actives largely listed as inhibitors | G9a H3K9 monomethylation, AlphaScreen, 2 h | AID 504332, 2011 | hit rate 8.8% among 350,000; note: % is set by controls: 0 for no effect and ±100 for the full control effect; nearly all actives have a fitted effect of over 75% in size
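Step 1: enzyme (final 20 nM) with compound, 15 min RT. Step 2: substrate peptide 500 nM and SAM 20 uM, 2 h RT. Step 3: anti-H3K9me1 antibody and AlphaScreen beads, 10 min, then plate read.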
Pin1 inhibitor: qHTS Assay to Find Inhibitors of Pin1. Potency, µM (highest dose often 115 µM), for inactives: at the highest dose activity, negative = inhibition, actives largely listed as inhibitors. Pin1 FP peptide displacement, HiFluor488, 10 min. Peptidyl-prolyl cis-trans isomerase NIMA-interacting 1 (Homo sapiens), Q13526. hit rate 0.009% among 390,000; active = well fitted inhibition curve with a large enough effect in the polarisation, with a control signal flat, not every such curve was filed as active; inconclusive = small, poorly fitted or top-dose-only effect, or effect the other way, or a change in a side signal; inactive = no such curve, though single readings can be large or run the other way; the % refers to the polarisation; note: % is set by controls: 0 for no effect and ±100 for the full control effect
Target sequence (Q13526 whole entry, looked up): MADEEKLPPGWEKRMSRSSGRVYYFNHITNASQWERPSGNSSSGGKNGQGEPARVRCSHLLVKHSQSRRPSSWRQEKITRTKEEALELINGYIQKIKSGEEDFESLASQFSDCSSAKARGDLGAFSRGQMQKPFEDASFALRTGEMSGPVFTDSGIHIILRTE
HP1b chromo inh: HTS for Inhibitors of HP1-beta Chromodomain Interactions with Methylated Histone Tails | Chromobox protein homolog 1 (Homo sapiens), P83916 | AlphaScreen HP1-beta / biotin-H3K9me3 peptide binding | Potency, µM (titrated, usually from 114 µM), without a hit: top-dose activity change, negative = inhibition, actives largely listed as inhibitors | hit rate 0.56% among 390,000; note: nearly all actives have a fitted effect of over 70% in size; inactives centre near 23
Target sequence (P83916 whole entry, looked up): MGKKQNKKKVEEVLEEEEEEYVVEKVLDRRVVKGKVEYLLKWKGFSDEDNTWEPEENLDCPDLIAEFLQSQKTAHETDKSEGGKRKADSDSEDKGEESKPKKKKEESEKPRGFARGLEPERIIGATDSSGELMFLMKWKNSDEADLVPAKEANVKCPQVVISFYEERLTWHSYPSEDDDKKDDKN
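AlphaScreen: HP1-beta (50 nM) preformed 30 min with biotin-H3(1-18)K9me3 peptide (50 nM) in PBS pH 7.4, 0.01% Tween-20. Compound added for 30 min at RT, then streptavidin donor/nickel chelate acceptor beads (10 ug/mL) for 30 min.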
BAZ2B block: qHTS Assay for Inhibitors of BAZ2B; Bromodomain adjacent to zinc finger domain protein 2B (Homo sapiens), Q9UIF8; AlphaScreen BAZ2B-H3K14Ac peptide displacement; Potency, µM (highest dose often 114 µM), for inactives: top-dose activity change, negative = inhibition, hits mostly inhibitors; hit rate 4.4% among 360,000; AID 504333, 2011; note: % is set by controls: 0 for no effect and ±100 for the full control effect; nearly all actives have a fitted effect of over 60% in size
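Compounds, titrated to a top concentration of 110 uM, were incubated 30 min at room temperature with preformed BAZ2B/acetyl-K14 H3 peptide complex (50 nM each). Proximity signal was measured by AlphaScreen after 20 min with beads.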
The depositor's hits bear a star; i = inactive; ? = inconclusive; · = no result given; ! = a repeat was not active; [ ] = remark or other dose. Unless noted, calls come from the whole dose curve; as a rule, active = well fitted curve in the direction sought with a large enough effect; inconclusive = small, poorly fitted or top-dose-only effect, or another doubt; inactive = no such curve, though single readings can be large; an effect the other way counts as inactive or inconclusive. Potency is the fitted concentration of half-maximal effect. These rows are one share of the data; the hit share may differ from the screen's.

SMILES	BLM inh	JMJD2A Tudor inh	Tb PGK inh	GLS inhibitor	Pol iota inh	G9a block	Pin1 inhibitor	HP1b chromo inh	BAZ2B block
CC1(C)CC(=O)C2=C(C1)OC1=C(C(=O)CC(C)(C)C1)C2c1cc([N+](=O)[O-])cc([N+](=O)[O-])c1O	5%	-11%[11.4 µM]	8%	0%	51%[activator]	59%[activator][12.7 µM]	-19%	?	21%
CCOc1ccccc1-c1noc(CSc2nnc(-c3ccccc3)n2-c2ccc(OC)cc2)n1	-10%	-27%	i	-2%	?	-8%[59 µM]	0%	-1%	-22%
CN1CCN(CC/C=C2/c3ccccc3Sc3ccc(S(=O)(=O)N(C)C)cc32)CC1	-8%	?	-2%	8%	?	50µM*!	1%	-13%	?
O=C(Nc1cccc(NC(=O)c2ccco2)n1)c1ccco1	-4%	-1%	8%	-4%	8%	18%	-4%	33%	1%
COc1ccccc1CNC(=O)c1ccc(S(=O)(=O)N(C)C)cc1	3%	-13%	1%	9%	-4%	23%[12.7 µM]	5%	24%	-1%
COc1ccc(CC2(CO)CCN(Cc3cnn(C)c3C)CC2)cc1	5%	-6%	-1%	-12%	-4%	·	0%	23%	1%
CCN(CC)Cc1nc2sc(C)c(C)c2c(=O)[nH]1	-4%	3%	i	-8%	26%	1%	1%	29%	-2%
COc1ccccc1N1CCN(/N=C/c2cccc(Cl)c2)CC1	-7%	50µM*	5%	0%	99%[activator]	18µM*	0%	-27%	?
CCCc1cc(=O)oc2c3c(cc(OCC(=O)NCCCn4ccnc4)c12)OC(C)(C)CC3	3%	?	i	7%	0%	14%[12.7 µM]	11%	2%	?
Cc1ccc(C(=O)Nc2nnc(S(=O)(=O)N(C)Cc3ccc(Cl)cc3)s2)cc1	-1%	13%	-9%	3%	12%	10%[59 µM]	7%	70%[activator]	10%
CCOc1ccc(NC(c2ccc(Cl)cc2)c2nnc(-c3cccc(F)c3)o2)cc1 (stereo unspecified)	1%	-16%	8%	-2%	32%[activator]	-35%[59 µM]	1%	31%	-34%
CCn1c(CNc2ccc(C)cc2C)nnc1SCC(=O)N1CCCc2ccccc21	2%	?	0%	-24%	-9%	-36%[12.7 µM]	0%	5%	?
FC(F)(F)c1ccnc(NCc2ccco2)n1	-2%	-21%	-4%	2%	-2%	7%	-1%	28%	-24%
COCCOC(=O)C1=C(C)NC(=O)CC1c1cc2c(cc1Br)OCO2 (stereo unspecified)	3%	-13%	-5%	9%	-12%	-4%[12.7 µM]	-1%	20%	-2%
O=C(O)CC1(CC(=O)O)Nc2ccccc2SC1=O	·	-10%	0%	1%	-22%	·	-13%	33%[57 µM]	·
CC(C)c1ccc(NC(=O)NCc2cccnc2)cc1	-1%	-4%	i	-11%	148%[activator]	56%[activator]	2%	48%[activator]	0%
CC(=O)N1CC(=O)N(OCc2ccccc2)C1c1ccc(Cl)cc1Cl (stereo unspecified)	-3%	-13%	-10%	-2%	-8%	52%[activator][12.7 µM]	-5%	10%	-1%
O=C(NCC(c1cccs1)N1CCOCC1)c1ccccc1NS(=O)(=O)c1ccc(Cl)cc1 (stereo unspecified)	1%	-19%	-3%	-11%	66%[activator]	71µM*	-7%	12%	-1%
O=C(COC(=O)c1cc(-c2cccs2)nc2ccccc12)c1ccc(F)cc1	-7%	42%[activator]	i	-4%	0%	85%[activator][59 µM]	38%[activator]	103%[activator]	47%[activator]
COc1cc(NC(=O)CCCN2C(=O)NC(C)(C)C2=O)cc(OC)c1	·	-4%	3%	5%	9%	-10%[59 µM]	1%	49%[activator]	9%

Three of the entries above in order of their number in JMJD2A Tudor inh, high to low.
SMILES	BLM inh	JMJD2A Tudor inh	Tb PGK inh	GLS inhibitor	Pol iota inh	G9a block	Pin1 inhibitor	HP1b chromo inh	BAZ2B block
Cc1ccc(C(=O)Nc2nnc(S(=O)(=O)N(C)Cc3ccc(Cl)cc3)s2)cc1	-1%	13%	-9%	3%	12%	10%[59 µM]	7%	70%[activator]	10%
CC(C)c1ccc(NC(=O)NCc2cccnc2)cc1	-1%	-4%	i	-11%	148%[activator]	56%[activator]	2%	48%[activator]	0%
FC(F)(F)c1ccnc(NCc2ccco2)n1	-2%	-21%	-4%	2%	-2%	7%	-1%	28%	-24%

Next records follow:
SMILES	BLM inh	JMJD2A Tudor inh	Tb PGK inh	GLS inhibitor	Pol iota inh	G9a block	Pin1 inhibitor	HP1b chromo inh	BAZ2B block
CCOC(=O)c1c(NC(=O)Cc2cccs2)sc(C(=O)NC2CCCC2)c1C	-3%	-8%	-7%	0%	22%	11%[59 µM]	1%	10%	6%
CC(C)N(C(=O)Cn1cnc2c(cnn2-c2ccccc2Cl)c1=O)C(C)C	0%	-4%	4%	0%	10%	2%	-4%	5%	5%
O=C(/C=C/c1ccc([N+](=O)[O-])cc1)OCC(=O)c1ccc[nH]1	·	-22%	-5%	-2%	?	·	-7%	14%	·
O=c1[nH]ccc2c(O)cccc12	·	-18%	i	-21%	1%[58.9 µM]	25µM*!	-4%	4%	·
CC(C)CC(c1nnnn1Cc1ccco1)N1CCN(c2cccc(Cl)c2)CC1 (stereo unspecified)	-8%	-29%	i	10%	7%	-43%[59 µM]	3%	13%	-28%
CCn1nc(NC(=O)c2ccccn2)c2cc3cc(C)ccc3nc21	-2%	-3%[11.4 µM]	3%	6%	-1%	138%[activator]	-18%	79%	84%[activator]
Nc1c(N(CCC2=CCCCC2)C(=O)COc2ccc([N+](=O)[O-])cc2)c(=O)[nH]c(=O)n1Cc1ccccc1	·	-6%	-1%	-1%	17%	·	2%	4%	·
O=[N+]([O-])c1ccc2[nH]ncc2c1	-9%	-21%	3%	-3%	87%[activator]	-4%	6%	7%	?
C[N+]1(CCCCSc2ccc(O)cc2)CCCCC1	6%	-3%	i	?	168%[activator]	?	4%	3%	?
CC(NC(=O)CN(c1cccc(C(F)(F)F)c1)S(C)(=O)=O)c1ccccc1 (stereo unspecified)	-2%	-8%	2%	-2%	5%	?	7%	36%	0%
CCN(CC(=O)NCc1ccc(F)cc1)C(=O)c1oc2ccccc2c1C	-1%	-21%	-11%	-6%	61%[activator]	12%	-3%	-17%	-5%
Cc1nc(NC(=O)COC(=O)CCc2ccccc2)c(Cl)cc1Cl	·	-2%	7%	-1%	25%	·	-2%	40%[activator]	·
C[C@H](NC(=O)c1nc[nH]c1C(=O)N1CCc2ccccc2C1)c1ccccc1	·	-28%	5%	-2%	?	23%[2.33 µM]	5%	35%	-9%
O=C(NC(=S)Nc1ccccc1OC(F)F)c1ccc2c(c1)OCO2	·	-3%	-15%	-1%	47%[activator]	·	3%	12%	·
CCOC(=O)N1CCN(C(=O)c2ccc3c(=O)n(-c4ccc(OC)cc4OC)c(=S)[nH]c3c2)CC1	-2%	-33%	-4%	0%	12%	?	0%	73%[activator]	4%
CCOC(=O)c1c(NC(=O)CSc2nnc(-c3cccnc3)o2)sc(C(C)=O)c1C	-4%	18µM*	5%	?	15%	10%[59 µM]	74%[activator]	?	?
Cc1ccc(OCC(=O)Nc2cccc(-c3nnc(-c4ccccc4)o3)c2)c(C)c1	-22%	-10%	-12%	-3%	-6%	-2%[59 µM]	9%	23%	-4%
COc1ccc(CNc2nc(NCc3ccc(OC)cc3)n(C(=O)c3ccccc3[N+](=O)[O-])n2)cc1	-10%	?	-2%	1%	-30%	6.3µM*	?	12%	-1%
CCCn1c(SCC(=O)NCCc2ccccc2)nnc1-c1ccccn1	3%	-25%	12%	-8%	5%	13%[12.7 µM]	5%	26%	?
FC(F)(F)c1cccc(Nc2c3c(nc4ccc(Cl)cc24)CCC3)c1	-15%	-1%	0%	6%	-14%	10%[59 µM]	-8%	46%[activator]	·
COc1cccc(CC(=O)Nc2ccc(-c3nc4ccccc4s3)cc2)c1	1%	-21%	·	-7%	-3%	3%[59 µM]	-7%	20%	-2%
O=C(C1CC=CCC1)N1CCC(CO)(Cc2ccc(Cl)cc2)CC1 (stereo unspecified)	-5%	-12%	-1%	15%	11%	·	0%	38%	2%
N#CC1=C(N)Oc2n[nH]c(-c3ccccc3)c2C1c1ccsc1 (stereo unspecified)	-12%	-25%	-4%	8%	?	?	-5%	14%	-7%
COc1ccc(C(=O)CSc2ccc(-c3ccc(C)cc3)nn2)cc1	-1%	-1%	i	-6%	?	?	?	41%[activator]	-3%
CCCc1nnc(NC(=O)c2cc3ccccc3o2)s1	-3%	2%	-1%	-4%	14%	22%	0%	47%	-4%
COc1cc(C(=O)Nc2ccccc2-c2nnn(CC(N)=O)n2)cc(OC)c1OC	-2%	-6%	2%	3%	7%	-30%[59 µM]	1%	18%	0%
Cc1ccc(Nc2nnc(-c3ccc(C)c(S(=O)(=O)N4CCN(C)CC4)c3)c3ccccc23)c(C)c1	-6%	?	i	-1%	?	-32%[59 µM]	5%	13%	-2%
C=CCNC(=O)C1CC(=O)N(c2ccc(OCC(=O)Nc3ccc(Cl)c(C(F)(F)F)c3)cc2)C1 (stereo unspecified)	1%	-10%	3%	-12%	6%	0%	-2%	6%	-3%
C#CCOCCOCCOCCNc1nc(N2CCN(C(=O)C([C@@H](C)CC)n3cc(C(N)COC(=O)C(F)(F)F)nn3)CC2)nc(N2CCN(C(=O)[C@H](Cc3cc4ccccc4[nH]3)n3cc(C(N)CO)nn3)CC2)n1 (stereo partly specified)	·	50µM*	-8%	35%[activator]	?	·	-1%	29%	·
COc1cccc(OCc2cc(C(=O)N3CCN(C(C)=O)CC3)no2)c1	-3%	-9%	10%	0%	-10%	6%[0.501 µM]	-2%	9%[57 µM]	-6%
